Rv3671c inh: Rv3671c serine protease inhibitors, primary screen, biochemical, fluorescence polarization, M. tuberculosis H37Rv; AID 2606, 2010; inhibition, % at 5.96 µM; 320,000 tested, 0.048% active; P9WHR9; in the data active = inhibition above about 38%;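 note: extracellular domain of Rv3671c used as enzyme; 0% = enzyme with DMSO and 100% = no enzyme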
Target sequence (P9WHR9 whole entry, looked up, the tested form may be a part): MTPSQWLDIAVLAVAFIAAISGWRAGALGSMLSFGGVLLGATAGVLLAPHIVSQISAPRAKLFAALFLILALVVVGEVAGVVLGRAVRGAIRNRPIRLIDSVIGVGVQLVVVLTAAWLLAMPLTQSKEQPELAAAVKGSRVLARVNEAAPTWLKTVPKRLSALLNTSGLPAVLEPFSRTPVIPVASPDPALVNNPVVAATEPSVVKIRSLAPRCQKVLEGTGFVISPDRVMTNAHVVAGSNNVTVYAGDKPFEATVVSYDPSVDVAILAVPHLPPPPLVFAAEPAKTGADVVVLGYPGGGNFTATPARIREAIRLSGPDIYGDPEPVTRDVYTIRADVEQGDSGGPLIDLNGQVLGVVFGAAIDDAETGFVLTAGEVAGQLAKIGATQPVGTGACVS
SARS 3CLpro inh: SARS-CoV 3CLpro protease inhibitors, primary screen, biochemical, quenched FRET; Replicase polyprotein 1ab (Severe acute respiratory syndrome coronavirus), P0C6X7; recombinant SARS-CoV 3CLpro, quenched FRET peptide cleavage; inhibition, % at 6 µM; 290,000 tested, 0.14% active; AID 1706, 2009; in the data active = inhibition above about 12%
BoNT A protease: BoNT/A light chain protease inhibitors, primary screen, biochemical, flow cytometry, MLPCN library; multiplex microsphere protease substrate cleavage; 360,000 tested, 0.17% active; Botulinum neurotoxin type A light chain protease (Clostridium botulinum A str. ATCC 3502); inhibition, % at 10 µM; note: plate controls were buffer without enzyme for full effect and enzyme alone for no effect
SSB-PriA inh: inhibitors of Klebsiella pneumoniae PriA binding to SSB C-terminal tail, primary screen, biochemical, AlphaScreen | inhibition, % at 33 µM | 430,000 tested, 0.6% active | PriA–SSB C-terminal tail interaction (Klebsiella pneumoniae) | AlphaScreen SSBct-PriA binding, biotinylated peptide; in the data active = inhibition mostly above about 37%, no sharp cut-off; inactive = mostly below about 20%;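 note: plate controls were negative control peptide for no effect and reference peptide for full effect; strong numbers were not always called active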
Anthrax LF prot: Bacillus anthracis LF protease inhibitors, primary screen, biochemical, multiplex microsphere, MLPCN library; Lethal factor (Bacillus anthracis), P15917; multiplex microsphere protease cleavage assay; inhibition, % at 10 µM; 360,000 tested, 0.12% active; AID 588501, 2011; note: plate controls were buffer without enzyme for full effect and enzyme alone for no effect
PrPC surface inh: inhibitors of human cell surface prion protein PrPC, primary screen, cell-based, TR-FRET; Major prion protein (Homo sapiens), P04156; TR-FRET read-out; inhibition, % at 13.8 µM; 370,000 tested, 0.43% active; AID 720596, 2013; in the data active = inhibition above about 24%; note: 0% = median of the test wells and 100% = reference compound wells
CCHF vOTU inh: CCHFV vOTU protease inhibitors, primary screen, biochemical, Pep-AMC substrate, fluorescence; AID 651958, 2012; 370,000 tested, 0.55% active; inhibition, % at 11.5 µM; Crimean-Congo hemorrhagic fever virus L polyprotein viral ovarian tumor (vOTU) protease …; in the data active = inhibition above about 30%; note: 0% = vehicle wells with enzyme and 100% = no enzyme wells
MazEF act: activators of E. coli MazEF toxin-antitoxin RNase, primary screen, biochemical, fluorescence, uHTS; Endoribonuclease toxin MazF (Escherichia coli (strain K12)), P0AE70; FAM/BHQ RNA-DNA oligo cleavage fluorescence, 5 h; activation, % at 20 µM; 350,000 tested, 0.32% active; AID 504720, 2011; in the data active = activation above about 50%
Target sequence (P0AE70 whole entry, looked up): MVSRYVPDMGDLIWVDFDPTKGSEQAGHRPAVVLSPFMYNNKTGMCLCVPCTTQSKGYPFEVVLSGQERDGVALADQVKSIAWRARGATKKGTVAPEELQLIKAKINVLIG
BoNT F protease: BoNT/F light chain protease inhibitors, primary screen, biochemical, flow cytometry, MLPCN library; Botulinum neurotoxin type F light chain protease (Clostridium botulinum); Multiplex microsphere protease cleavage assay; inhibition, % at 10 µM; 360,000 tested, 0.22% active; AID 588497, 2011; in the data active = inhibition above about 35%, passing the limit was not always enough; inconclusive = no clear call, values can overlap the other calls; note: plate controls were buffer without enzyme for full effect and enzyme alone for no effect
DUSP3 inh: VHR1 phosphatase inhibitors, primary screen, biochemical, absorbance, uHTS; 290,000 tested, 0.52% active; inhibition, % at 13.3 µM; AID 1654, 2009; recombinant VHR phosphatase, pNPP absorbance; in the data active = inhibition above about 50%; note: some compounds called inactive have numbers as strong as hits
Target sequence (P51452 whole entry, looked up): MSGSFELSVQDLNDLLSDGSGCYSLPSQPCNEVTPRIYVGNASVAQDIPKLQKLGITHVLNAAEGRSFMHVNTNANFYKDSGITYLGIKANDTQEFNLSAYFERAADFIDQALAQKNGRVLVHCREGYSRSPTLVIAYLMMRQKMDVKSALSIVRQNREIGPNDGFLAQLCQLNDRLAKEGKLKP
The depositor's hits bear a star; i = inactive; ? = inconclusive; nt = no result given. Cut-off read from the data, not from the text of the source, unless noted: active = inhibition above about 30%; inconclusive = no clear call, values can overlap the other calls; inactive = below that. Some of the compounds tested; the hit share may differ from the screen's.

SMILES	Rv3671c inh	SARS 3CLpro inh	BoNT A protease	SSB-PriA inh	Anthrax LF prot	PrPC surface inh	CCHF vOTU inh	MazEF act	BoNT F protease	DUSP3 inh
COc1ccc(OC)c(C2=NOC(C(=O)NCC3CCCO3)C2)c1 (centres undefined)	7	-9	2.2	-23	-1	nt	nt	4	2	-4
Cn1c(=O)[nH]c(=O)c2c1nc(CN1CCOCC1)n2Cc1ccccc1	2	4	2.1	2	1	-1	16	1	2	17
CN(C)C(=O)C1C2NC(=S)N(c3ccc(Cl)cc3)C1(C)Oc1ccc(Cl)cc12 (centres undefined)	4	6	0.6	13	-7	-4	-1	3	-8	-4
CC(=O)N1CC2(CC(c3ccccc3C(F)(F)F)=NO2)CN1c1ccc(Cl)cc1 (centres undefined)	nt	nt	-0.3	nt	-7	-2	2	-7	-7	nt
COc1ccc2[nH]c(CN3CCN(CCC(C)C)C(CCO)C3)c(C)c2c1 (centres undefined)	7	0	0.7	3	4	-6	-4	9	0	13
Cc1ccc(S(=O)(=O)N2CCOCC2)cc1C(=O)OC1CCCCC1=O (centres undefined)	-1	-2	-1.0	3	1	1	13	2	-4	18
O=C(NCc1cccs1)c1ccc(Cl)c(S(=O)(=O)N2CCCC2)c1	7	1	-0.2	-8	-3	7	15	2	-2	19
C=CCNC(=S)N1CCN(c2cc3c(cc2F)c(=O)c(C(=O)O)cn3CC)CC1	-15	-4	-2.2	-3	8	3	-3	11	0	-1
COc1ccc(COC(=O)C2=C(C)NC(=O)NC2c2ccc(OC)cc2)cc1 (centres undefined)	1	6	-4.5	-7	-16	6	15	-1	-24	10
CC(C)Oc1ccc(Cn2c(=O)oc3ccccc32)cc1	5	0	-2.8	-15	11	5	-3	5	-24	-2
O=C1CN(C(=O)CNCc2cccc(Cl)c2)c2ccccc2N1	-2	1	1.0	-10	0	3	-7	8	-6	5
CC(=O)Nc1ccccc1-c1nnn(CC(=O)Nc2ccc3c(c2)OCCO3)n1	-6	1	1.5	-7	-8	-2	2	4	10	6
O=C1CC[C@H](O)CCN1[C@H](CSc1ccc(Br)cc1)Cc1ccccc1	9	nt	0.2	1	-4	1	-9	8	8	nt
Cc1ccc(S(=O)(=O)N2[C@@H](c3ccccc3)C(C(=O)O)=CC[C@H]2c2ccc3c(c2)OCO3)cc1	0	nt	-0.5	3	2	-2	0	-4	-5	nt
COCCNC(=O)c1cc2c(c(-c3cccc(C#Cc4ccc(OC)c(OC)c4)c3)n1)[C@H](CCO)N(S(=O)C(C)(C)C)C2 (some centres undefined)	nt	nt	-0.6	nt	5	-2	-6	nt	-28	nt
CCc1cccc(CC)c1NC(=O)C[n+]1cccc(C(N)=O)c1	1	-2	-0.1	-3	-6	-1	-6	-6	4	20
Cc1ccc(C)c2c1cc(C)c1nnc(SCC(=O)N3CCCc4ccccc43)n12	-3	2	-0.5	-4	-1	-7	-3	1	2	60*
NC(=O)CSc1nccn1Cc1ccccc1	14	2	-0.2	4	-3	-8	-14	-4	-4	18
COc1ccc2[nH]cc(CCNC(=O)COc3cc(C)cc4oc(=O)cc(C)c34)c2c1	-2	-3	-0.4	-22	-2	0	4	-17	-11	8
CN1CCN(C(=O)OCCOCCOC(=O)N2CCN(C)CC2)CC1	nt	nt	-0.7	-7	-5	-2	-8	11	2	nt
CC(C)Cn1c(N)c(C(=O)CSc2nnc(C3CC3)n2C2CC2)c(=O)n(C)c1=O	nt	nt	0.6	-8	1	0	11	1	3	nt
Cc1ccc(C2(C(F)(F)F)NC(=O)N3N=C4CCCCCN4C3=C2C#N)cc1 (centres undefined)	-7	-2	1.8	-14	4	11	2	-5	11	20
O=C(Nc1ccc2c(c1)OCCO2)C1c2ccccc2OCC(=O)N1CCc1c[nH]c2ccccc12 (centres undefined)	nt	nt	0.1	nt	-9	-5	-3	nt	0	nt
CC(NC(=O)Nc1ccccc1)C(c1cccs1)N1CCOCC1 (centres undefined)	6	-3	-0.3	-9	-1	-7	-2	10	-8	34
O=C(O)c1ccc(/C=N/Nc2ncc(C(F)(F)F)cc2Cl)cc1	1	0	0.6	i	-4	-5	0	13	-4	4
COc1cc(C(Nc2ccccn2)c2c(NC(=O)c3ccco3)sc(C)c2C)cc(OC)c1OC (centres undefined)	7	0	-0.5	12	1	1	6	19	0	-3
COc1ccc(CN(C)C(=O)C2CCN(C(=O)Nc3ccccc3)CC2)cc1	6	nt	1.5	-12	7	1	0	-1	2	nt
Cc1ccc(S(=O)(=O)N(C)c2ccc(C(=O)N3CCCCC3)cc2)cc1	-5	-2	0.9	-20	-23	7	2	-1	20	24
Cc1cccc(C)c1OCCNC(=O)c1ccc2ccccc2n1	-2	7	-0.8	-8	-4	-9	6	3	-1	11
CCOc1ccccc1N1CCN(C(=O)c2cccc(-c3ccc(O)cc3)c2)CC1	3	6	-0.1	-8	0	0	15	10	-14	-17
O=C(Cc1ccc(Cl)cc1)NCCCNC(=O)c1cccnc1	-5	-2	-0.7	0	-2	-5	12	4	-3	-9
Oc1ccccc1CN1CCCN(Cc2ccccc2O)C1	0	-2	-1.4	-22	-15	-9	-1	4	-21	14
COc1ccc(CCN(C(=O)C(F)(F)F)C(C(=O)NC2CCCCC2)c2cccs2)cc1 (centres undefined)	-12	-3	0.3	-12	-2	10	3	3	1	15
Cc1ccc(Cn2ccsc2=NC(=O)COC(=O)c2ccc(O)cc2O)cc1	-11	6	-1.3	-14	4	-2	21	-1	1	28
CCOC(=O)C1CCCN(c2c(N3CCN(c4ccccn4)CC3)c(=O)c2=O)C1 (centres undefined)	4	1	0.6	-3	-11	3	2	4	-1	2
O=C(O)c1cccc2c1C(=O)c1cc(Br)ccc1S2(=O)=O	12	nt	-0.5	-13	-2	-36	10	16	-8	nt
FC(F)(F)c1nnc2ccc(N3CCCCCC3)nn12	6	-3	-0.5	-7	-2	11	17	4	-9	28
COc1ccc(NC(=S)NC(=O)c2cc3ccccc3o2)c(OC)c1	nt	-2	-1.2	-2	-2	-4	-5	0	-11	4
Cc1ccc(NC(=O)COC(=O)c2cc(=O)c3ccccc3o2)c(Br)c1	-1	nt	-0.1	-3	-6	0	-3	10	-7	nt
COc1ccc(CNC(=O)CNC(=O)CNS(=O)(=O)c2ccc(C)c(C)c2)cc1	-5	-4	-0.3	-8	2	1	2	-4	6	20
COc1ccc(Oc2ccc(C(F)(F)F)cc2N)cc1	-2	-1	3.6	-3	12	-6	0	-9	?	13
COc1ccc(C2Nc3ccccc3C(=O)N2c2ccccc2)cc1COc1ccccn1 (centres undefined)	-5	-1	0.0	3	1	0	-53	-7	-17	21
O=C(COc1ccccc1Cl)Nc1cnn(Cc2ccccc2)c1	-5	1	0.4	-6	-2	13	9	-3	-10	29
O=C(NCC1CCCO1)C1c2ccccc2Oc2ccccc21 (centres undefined)	4	3	-2.0	-16	-3	0	-14	-1	-10	22
COc1ccc(N2C(=O)C(CC(=O)Nc3ccc(F)cc3)N(CCc3ccc(OC)c(OC)c3)C2=O)cc1 (centres undefined)	0	-3	-0.2	9	-1	-6	-10	8	-2	32
O=C(CN1CCN(S(=O)(=O)c2ccc(F)c(Cl)c2)CC1)N1CCOCC1	-5	nt	-1.8	-12	-15	-6	-5	-4	10	nt
COc1ccc(N2CCN(CCNS(=O)(=O)c3ccc(C)cc3)CC2)cc1	-5	4	-1.7	1	4	6	-10	-6	-15	26
O=C(Nc1cc(Cl)ccc1Cl)c1ccc(OC(=O)c2ccco2)cc1	-5	4	-0.9	-22	-1	-6	-9	-10	0	-8
CC(C)CCN1CCN(CC#Cc2ccccc2)CC1CCO (centres undefined)	0	-2	-1.6	0	-1	2	15	-11	0	25
CN(C)C(CNC(=O)Cc1c(Cl)cccc1Cl)c1ccccc1 (centres undefined)	7	5	-0.5	-10	-6	-2	10	4	1	22

By substructure: the entries above containing bromine (3)
SMILES	Rv3671c inh	SARS 3CLpro inh	BoNT A protease	SSB-PriA inh	Anthrax LF prot	PrPC surface inh	CCHF vOTU inh	MazEF act	BoNT F protease	DUSP3 inh
O=C1CC[C@H](O)CCN1[C@H](CSc1ccc(Br)cc1)Cc1ccccc1	9	nt	0.2	1	-4	1	-9	8	8	nt
O=C(O)c1cccc2c1C(=O)c1cc(Br)ccc1S2(=O)=O	12	nt	-0.5	-13	-2	-36	10	16	-8	nt
Cc1ccc(NC(=O)COC(=O)c2cc(=O)c3ccccc3o2)c(Br)c1	-1	nt	-0.1	-3	-6	0	-3	10	-7	nt

Of the compounds above, these contain a COOH group.
SMILES	Rv3671c inh	SARS 3CLpro inh	BoNT A protease	SSB-PriA inh	Anthrax LF prot	PrPC surface inh	CCHF vOTU inh	MazEF act	BoNT F protease	DUSP3 inh
C=CCNC(=S)N1CCN(c2cc3c(cc2F)c(=O)c(C(=O)O)cn3CC)CC1	-15	-4	-2.2	-3	8	3	-3	11	0	-1
Cc1ccc(S(=O)(=O)N2[C@@H](c3ccccc3)C(C(=O)O)=CC[C@H]2c2ccc3c(c2)OCO3)cc1	0	nt	-0.5	3	2	-2	0	-4	-5	nt
O=C(O)c1ccc(/C=N/Nc2ncc(C(F)(F)F)cc2Cl)cc1	1	0	0.6	i	-4	-5	0	13	-4	4
O=C(O)c1cccc2c1C(=O)c1cc(Br)ccc1S2(=O)=O	12	nt	-0.5	-13	-2	-36	10	16	-8	nt

More results.
SMILES	Rv3671c inh	SARS 3CLpro inh	BoNT A protease	SSB-PriA inh	Anthrax LF prot	PrPC surface inh	CCHF vOTU inh	MazEF act	BoNT F protease	DUSP3 inh
Oc1ccc2ccccc2c1CN1CC2CCC(CC2)C1	nt	nt	0.4	-7	-7	-3	-15	9	-10	nt
Cc1ccc(NC(=O)C2CCN(S(=O)(=O)c3ccc(N4CCCC4=O)cc3)CC2)cc1Cl	-17	2	-0.6	-11	-1	10	4	-3	3	2
COC(=O)c1sc(C(C)(C)C)cc1CSc1ccccc1	0	2	-0.8	-12	10	-5	-2	11	?	-3
CCOC(=O)C1=C(C)C(c2ccc(OC)cc2)NC(=S)N1 (centres undefined)	-1	-6	1.0	3	-1	-2	-3	10	-3	10

Screening results: PubChem BioAssay, several laboratories
